IMPase inh: cell-permeable inhibitors of inositol monophosphatase (IMPase) | CHO-M1 cells, IP1 accumulation, HTRF TR-FRET ratio | inhibition (IP1 accumulation), % at 46.1 µM | 120,000 tested, under 10 active | P97697; active = well fitted curve in the direction sought with a large enough effect in the signal ratio, not every such curve was filed as active; inconclusive = small, poorly fitted or top-dose-only effect, or a change in a side signal; inactive = no such curve, though single readings can be large or run the other way; the % refers to the signal ratio;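 also: cells stimulated with carbachol in lithium chloride buffer; plate controls were DMSO basal wells for no effect and reference inhibitor wells for full effect; higher means more IMPase inhibition seen as more IP1 and lower FRET ratio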
Target sequence (P97697 whole entry, looked up): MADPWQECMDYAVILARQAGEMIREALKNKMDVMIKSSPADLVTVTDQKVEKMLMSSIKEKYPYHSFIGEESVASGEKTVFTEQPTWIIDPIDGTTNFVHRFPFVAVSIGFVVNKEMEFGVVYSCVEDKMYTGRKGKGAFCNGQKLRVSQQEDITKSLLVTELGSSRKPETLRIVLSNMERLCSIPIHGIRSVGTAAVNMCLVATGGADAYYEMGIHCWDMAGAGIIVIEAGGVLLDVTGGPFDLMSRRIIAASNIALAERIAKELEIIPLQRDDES
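In this qHTS, compounds (final up to 46 uM) act on CHO-M1 cells that are then activated through the M1 receptor with carbachol, in pH 7.4 buffer containing 50 mM LiCl, for 30 min. IP1 accumulation is quantified by the IP-One immunoassay.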
PNC assembly inh: perinucleolar compartment assembly inhibition; PC3M PTB-GFP, PNC prevalence imaging, 16 h; active compounds read low; activity change (PNC), negative = inhibition, % at 10 µM; 140,000 tested, 3.1% active;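 active = readout at or below -70, meaning at least 70% loss of cells showing the perinucleolar compartment, a nuclear body marking cancer cells; inconclusive = readout between -30 and a set limit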;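 also: plate controls were DMSO wells for no effect and camptothecin positive control wells for full effect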
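Read-out is percentage of cells bearing a perinucleolar compartment, from automated 20x imaging of fixed, Hoechst-stained PC3M PTB-GFP cells. Cells were seeded 4 h, then exposed 16 h to compound (23 nl of library stock) in duplicate plates.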
ALOX15B inhib: inhibitors of human 15-lipoxygenase 2 (ALOX15B); Potency, µM (highest dose often 57.1 µM), without a hit: at the top dose activity change, negative = inhibition, most hits filed as inhibitors; purified 15hLO-2, xylenol orange hydroperoxide absorbance; O15296; 110,000 tested, 0.56% active; also: potency is read from the fitted curve at half-maximal effect; nearly all actives have a fitted effect of over 60% in size; many of its hits are not listed in these tables
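Purified human 15hLO-2 (50 nM) preincubated 15 min with compound, then 45 uM arachidonic acid for 90 min at RT in 25 mM Hepes pH 7.5, 0.01% Triton X-100. Hydroperoxide detected by Fe-xylenol orange; 573/405 nm absorbance ratio.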
ALOX12 inhib: 12-hLO (ALOX12) enzyme inhibition; purified 12-hLO, xylenol orange hydroperoxide absorbance; AID 1452; Potency, µM (doses to about 57.1 µM), inactives show top-dose activity change, negative = inhibition, actives largely listed as inhibitors; P18054; 150,000 tested, 0.12% active; also: potency is read from the fitted curve at half-maximal effect; nearly all actives have a fitted effect of over 55% in size; many of its hits are not listed in these tables
Target sequence (P18054 whole entry, looked up): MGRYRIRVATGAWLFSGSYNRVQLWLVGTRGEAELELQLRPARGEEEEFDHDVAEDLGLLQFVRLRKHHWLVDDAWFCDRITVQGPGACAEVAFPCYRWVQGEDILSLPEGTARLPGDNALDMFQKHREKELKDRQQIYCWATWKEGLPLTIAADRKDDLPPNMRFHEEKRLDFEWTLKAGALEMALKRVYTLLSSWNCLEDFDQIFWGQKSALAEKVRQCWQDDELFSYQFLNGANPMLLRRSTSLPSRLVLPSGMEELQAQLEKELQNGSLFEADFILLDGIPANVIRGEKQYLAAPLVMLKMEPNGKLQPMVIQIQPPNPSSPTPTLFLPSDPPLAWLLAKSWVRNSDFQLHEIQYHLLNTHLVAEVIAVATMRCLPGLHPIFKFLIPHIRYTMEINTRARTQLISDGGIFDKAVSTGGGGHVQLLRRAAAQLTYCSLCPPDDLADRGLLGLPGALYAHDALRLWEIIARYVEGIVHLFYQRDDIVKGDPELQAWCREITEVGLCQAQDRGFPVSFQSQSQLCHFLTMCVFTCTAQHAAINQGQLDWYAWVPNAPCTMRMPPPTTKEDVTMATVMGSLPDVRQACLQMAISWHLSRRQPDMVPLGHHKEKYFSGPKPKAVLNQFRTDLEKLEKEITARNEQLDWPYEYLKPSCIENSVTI
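Hydroperoxide formation by human 12-lipoxygenase from 40 uM arachidonic acid was followed colorimetrically via ferric-xylenol orange complex, using the 573/405 nm absorbance ratio. Enzyme concentration was 150 nM, with 30 min reaction at room temperature.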
Starred values were filed as active, the others as inactive; ? = inconclusive; / = no result given; & = joins results of further samples; [ ] = another dose, or the depositor's remark. Unless noted, calls follow the shape of the dose curve; as a rule, active = well fitted curve in the direction sought with a large enough effect; inconclusive = small, poorly fitted or top-dose-only effect, or another doubt; inactive = no such curve, though single readings can be large; an effect the other way counts as inactive or inconclusive. Unless noted, % is scaled to controls: 0 for no effect and ±100 for the full control effect.

SMILES	IMPase inh	PNC assembly inh	ALOX15B inhib	ALOX12 inhib
COc1ccc(OC)c(C(=O)COC(=O)CNC(=O)C2CCCCC2)c1	-2	-2	-6%	0%
CC(C)(C)S(=O)(=O)c1cnc2c(-c3ccc(F)cc3)cnn2c1N	2	-2	-1%	0%
CCc1nnc(NC(=O)CSc2ccc(-c3nc4ccccc4[nH]3)cn2)s1	-2	61	20%	8%
COc1cc(NC(=O)C(C)Oc2ccccc2)cc(OC)c1 (stereo not given)	2	-27	-9%	1%
COC(=O)c1ccn(C(=O)c2ccc(Cl)cc2)n1	-8	0	30%[activator]	2%
CN1CCN(C2=C(Cl)C(=O)C(c3cnc(N4CCCCC4)s3)=C(Cl)C2=O)CC1	-10	-17	/	1%
Cc1c2cnn(CC(=O)N3CCN(c4ncccn4)CC3)c(=O)c2c(C)n1Cc1ccc(F)cc1	-9	-14	/	-5%
CC(C(=O)NC1CCCCCC1)N(c1ccccc1)S(C)(=O)=O (stereo not given)	6	?	-3%[2.29 µM]	7%
CC(C)=CCC/C(C)=C/COc1ccc2ccc(=O)oc2c1	/	/	8%[0.0915 µM]	-2%[0.00818 µM]
COc1ccc(NC(=O)c2ccco2)cc1NC(=O)c1ccco1	-8	-18	-3%	0%
O=C1/C(=C/c2ccco2)Cc2ccccc21	/	-29	/	-8%
NS(=O)(=O)c1ccc(CCNC(=O)c2ccc(S(=O)(=O)N3CCCCC3)cc2)cc1	7	-10	3%	-2%
CC1(C)CC2(CC(c3ccccc3)Oc3cc(O)ccc32)NC(=S)N1 (stereo not given)	2	?	/	?
CN(C)Cc1ccc(F)cc1Sc1ccc(Cl)cc1Cl	/	2	/	-4%
COc1ccc(C(=O)NCc2nc3ccccc3[nH]2)cc1OC	2	-4	1%	-3%
COc1ccc(-c2nn(-c3ccccc3)cc2C(=O)n2nnc3ccccc32)cc1	-1	-22	5%	2%
O=C(Cn1cc2c(n1)CCCC2)N1CCc2ccccc21	-2	-5	/	-1%
O=C1c2oc3ccccc3c(=O)c2C(c2cccc(O)c2)N1CCCN1CCOCC1 (stereo not given)	4	-26	-2%	-10%
Cn1c(=O)c2c(nc(Sc3nc4ccccc4n3CC(=O)N3CCCCC3)n2C)n(C)c1=O	2	8	-1%	-1%
CCCCc1ccc(NC(=O)OC)cc1	2	12	-2%	-3%
COc1cccc(C(=O)Nc2ccc(S(=O)(=O)Nc3nccc(C)n3)cc2)c1	/	?	/	0%
CCOc1ccc(CCn2c(-c3ccco3)nc3ccccc3c2=O)cc1OCC	8	?	5%	7%
O=[N+]([O-])c1ccc(NCCO)c(OCCO)c1	/	/	-18%	-2%
Nc1nncn1C(=O)c1ccccc1Cl	5	?	3%	-3%
CCOC(=O)c1sc(NC(=O)CCN2CC(C)OC(C)C2)c(C(=O)OCC)c1C (stereo not given)	0	-8	0%	0%
c1ccc2c(C3=NNC(=NC4CCCCC4)SC3)c[nH]c2c1	/	0	/	-5%
CCc1ccc(OCC(=O)NC(NC(=S)Nc2ccccc2OC)C(Cl)(Cl)Cl)cc1 (stereo not given)	-1	30	/	-1%
Cc1cccc(OCC(=O)Nc2ccc(N3CCN(S(C)(=O)=O)CC3)cc2)c1	5	-11	-4%	-2%
CN(CCc1ccc(Cl)c(Cl)c1)CCN1CCCC1	6	/	57%[activator]	2%
COC(=O)c1c(NC(NC(C)=O)C(Cl)(Cl)Cl)sc2c1CCCC2 (stereo not given)	0	-21	/	-9%
N#CC[N+]1(Cc2ccccn2)CCCC1	/	/	3%[11.4 µM]	-1%[11.4 µM]
COCCn1c(SCC(=O)Nc2ccc(C)cc2C)nc2c(oc3ccccc32)c1=O	/	-107*	/	-2%
CCN(CC)CC(=O)c1c[nH]c2ccccc12	-6	?	4%	-3%
O=C(NCC(=O)N(Cc1cccs1)C(C(=O)NC1CCCCC1)c1ccco1)c1cccs1 (stereo not given)	14	-15	/	-1%
CCCCc1nnc(SCc2ccc(OCC)cc2)n1N	-6	21	-1%	-2%
O=C1c2ccccc2C(=O)c2c(Nc3ccc4c5c(cccc35)C(=O)c3ccccc3-4)cccc21	/	/	4%[11.4 µM]	-3%[11.4 µM]
O=C(CSc1nnc2c(n1)[nH]c1ccc(F)cc12)OCc1ccccc1	3	10	-3%	5%
CCCc1nc(SC2CCCC2)c2c(=O)n(C)c(=O)n(C)c2n1	-1	-12	0%	3%
O=C(CN1C(=O)S/C(=C/c2cc(Br)cs2)C1=O)N1CCOCC1	4	48	/	1%
O=C(/C=C/Nc1ccc([N+](=O)[O-])cc1)c1ccc(Br)cc1	/	?	/	3%
Cc1ccc(NC(=O)c2ccc(OCC3CCCO3)cc2)cc1 (stereo not given)	/	23	/	0%
COc1ccc(-c2nnc(SCC(=O)N(Cc3ccccc3)C(C)(C)C)o2)cc1OC	23	9	18%	-9%
COc1cc(CN2CCC(C(=O)N3CCCC(C)C3)CC2)cc(OC)c1O (stereo not given)	3	49	-14%	-5%
CN(C)C(=O)CSc1nnc(CCN)o1	-1	20	-3%	-5%
COc1cc(CNc2ccc(C)c(C)c2)cc(OC)c1OC	4	-29	?	-24%
N#Cc1c(-c2ccccc2)nc(SCC(=O)Nc2ccccc2F)[nH]c1=O	/	48	/	1%
CC1=CC(C)(C)N2C(=O)C3(N=C(N)NC(Nc4ccccc4)=N3)c3cc(C)cc1c32 (stereo not given)	-8	7	45%[activator]	-3%
COc1ccc(C2CC3(CC(C)(C)NC(=S)N3)Oc3cc(O)cc(C)c32)cc1 (stereo not given)	/	15	/	?
CCN(CC)S(=O)(=O)c1ccc(NC(=O)CSc2nnc(-c3ccc(F)cc3)o2)cc1	-3	-107*	21%	-27%
CC(=O)OCc1c(C(F)(F)F)nn(C)c1Oc1cccc(C(F)(F)F)c1	-4	-3	5%	1%
O=c1c(-c2ccnn2-c2ccc(F)cc2)cnc2n1CCS2	?	-28	-2%	-7%
Cc1ccc(S(=O)(=O)N2CCC(=O)N2)cc1	1	10	9%	0%
COCC(=O)N(Cc1cc2cc(OC)ccc2[nH]c1=O)c1ccccc1OC	-8	?	5%	-5%
NC(=O)c1sc2nc3c(c(-c4ccco4)c2c1N)CCC3	-6	?	7%[2.29 µM]	-8%
CCOc1ccc(N/C=C/C(=O)c2ccccc2)c([N+](=O)[O-])c1	1	16	/	3%
CCn1cc(C(=O)N2CCc3ccccc3C2)c(=O)c2cc(S(=O)(=O)N3CCCCC3)ccc21	/	44	/	-4%
C=CCn1c(=O)c(C(=O)Nc2ccccc2C(=O)OCC)c(O)c2ccccc21	-6[1.84 µM]	10	8%[11.4 µM]	2%
O=C(Cc1ccccc1)NC(=S)Nc1cc(C(F)(F)F)ccc1Cl	-3	37	?	3%
CNS(=O)(=O)c1ccc(OC)c(-c2nnc3c4ccccc4c(C)nn23)c1	-10&-2	?	-2%	-1%
O=C(Nc1ccccc1)N1CCCC2(CCN(C(=O)c3cnccn3)CC2)C1	/	/	2%	5%
Continued:
SMILES	IMPase inh	PNC assembly inh	ALOX15B inhib	ALOX12 inhib
O=c1cc(-c2cccc(O)c2)oc2cccc(O)c12	-1	/	-16%	2%
CCN1C(=O)c2cccc3c(S(=O)(=O)NCc4cccnc4)ccc1c23	-15	-2	-10%	8%
O=C1c2ccccc2C(=O)N1CCc1nc2ccccc2c(=O)n1-c1ccccn1	1	?	10%[2.29 µM]	-3%
O=C(O)c1ccc(CS(=O)(=O)c2cccc(C(F)(F)F)c2)o1	-1	-12	1%	-2%
O=c1c2ccccc2nc2ccc(NCc3ccco3)nn12	5	31	-8%	-15%
COc1cc(/C=N/NC(=O)COc2ccc(Cl)cc2)ccc1OS(=O)(=O)c1ccc(C)cc1	7	4	-2%	-1%
O=C(c1ccco1)N1CCN(C(c2ccccc2Cl)c2nnnn2CC2CCCO2)CC1 (stereo not given)	14	23	-6%	-4%
COc1ccccc1CNC(=S)NC1CCCC1	9	2	/	-11%
Cc1ccc(-n2c(SCC(=O)N/N=C/c3c(C)nn(-c4ccccc4)c3C)nc3ccccc3c2=O)cc1	/	-14	/	2%
Cc1ccc(C)c(NC(=O)CSc2nc3c(oc4ccccc43)c(=O)n2-c2ccccc2)c1	-4	-6	/	3%
Cc1c(NC(=O)Nc2ccccc2Cl)sc(=S)n1C	-2	-119*	/	1%
Cc1ccc(-n2nc3ccc(NC(=O)c4ccco4)cc3n2)cc1	-7	19	-19%	-3%
O=C(CN1CCN(S(=O)(=O)c2ccc(Br)cc2)CC1)Nc1ccc2c(c1)OCCO2	10	62	2%	-16%
CC1(C)Cc2c(sc(/N=C/N3CCOCC3)c2C#N)C(C)(C)N1	-2	10	2%	0%
CCCCCCCNC(=O)COc1ccc2c(c1)C(=O)CC(C)(C)O2	4	57	7%	7%
Cc1cccc(C)c1NC(=O)COC(=O)c1c2c(nc3ccccc13)/C(=C\c1ccc3c(c1)OCO3)CCC2	/	30	/	0%
CC(=O)c1cccc(NC(=O)CSC(=O)c2ccccc2)c1	-6	?	/	1%
CCN1CCN(CC(=O)Nc2ccc(Cl)c(Cl)c2)C(=O)C1=O	4	19	0%	0%
N#C/C(=C/c1ccc(Br)o1)C(N)=O	/	-87*	/	-1%
CCCCNc1nc2ccccc2n1CC(=O)Nc1c(C)cccc1CC	/	-11	/	2%

Some of the entries so far, as labelled records:
O=C1c2ccccc2C(=O)N1CCc1nc2ccccc2c(=O)n1-c1ccccn1
  IMPase inh: 1
  PNC assembly inh: ?
  ALOX15B inhib: 10%[2.29 µM]
  ALOX12 inhib: -3%

O=C(O)c1ccc(CS(=O)(=O)c2cccc(C(F)(F)F)c2)o1
  IMPase inh: -1
  PNC assembly inh: -12
  ALOX15B inhib: 1%
  ALOX12 inhib: -2%

O=c1c2ccccc2nc2ccc(NCc3ccco3)nn12
  IMPase inh: 5
  PNC assembly inh: 31
  ALOX15B inhib: -8%
  ALOX12 inhib: -15%

(next part)
SMILES	IMPase inh	PNC assembly inh	ALOX15B inhib	ALOX12 inhib
O=C(NCc1cccs1)O[C@H]1C[C@H]2CC[C@@H]1C2	/	/	-7%[11.4 µM]	9%[11.4 µM]
Cc1ccc(NCCC#N)cc1C	/	16	/	-2%
NC(=O)NC1CCCc2c1[nH]c1ccc(Cl)cc21 (stereo not given)	4	-21	-5%	-2%
OCC(CO)(CO)n1cnnn1	-2	-9	3%	-1%
Cc1cccc(-c2cc3nc4c(c(NCc5ccco5)n3n2)CCCC4)c1	3	-4	9%	-18%
CCCCN(C)C/C(O)=C(\C#N)c1nc(-c2ccccc2)cs1	2	-9	-6%	-7%
Cc1ccc(-c2nnc(CSc3nnc(COc4ccccc4)n3-c3ccc(C)cc3)o2)cc1	11	7	-5%	-30%
OCCSCc1ccccc1	/	/	2%[11.4 µM]	-2%[11.4 µM]
O=[N+]([O-])c1ccc(N2CCOCC2)nc1	5	5	?	-27%
CCN(CC)S(=O)(=O)c1ccc(NC(=O)c2cc(C(=O)OC)cc([N+](=O)[O-])c2)cc1	3	55	/	10%
CCCCn1nnnc1SCC(=O)NCc1ccco1	17	-14	12%	-7%
CCOC(=O)C1=C(C)N=C2SCCC(=O)N2C1c1sccc1C (stereo not given)	-1	31	6%	-4%
CSc1nc(-c2ccc(Cl)cc2Cl)[nH]c(=O)c1C#N	/	?	/	0%
CC(C)(C)Cc1cc(N)on1	/	?	/	1%
Cc1cc(NC(=O)CSc2nc3ccccc3n2CC(=O)N2CCC(C)CC2)no1	6	33	/	-2%
Cc1ccc[n+](CC(=O)c2ccc(-c3ccccc3)cc2)c1	/	-13	/	5%
CSc1nnc(COc2ccc(C)cc2)n1N	-6	11	/	11%
Cn1c(-n2c(-c3ccco3)nc3ccccc3c2=O)nc2ccccc21	5	-25	4%	2%
COc1cccc(/C=N/Nc2nn3cnnc3c3ccccc23)c1	0	-80*	0%	-1%
Oc1ccccc1/C=N/n1cnnc1	7	?	2%	3%
C=CCN1C(=O)/C(=C/c2ccc(N(C)C)cc2)S/C1=N\c1nnc(CC)s1	-3	-6	-13%	3%
CCOC(=O)CCCc1sc(N)nc1-c1[nH]c(=O)[nH]c1C	-2	15	7%	-9%

Only part of the results is shown; the hit share may differ from the screen's.
